# Screening results as filed in PubChem.
# Efflux pump mplx: antifungal efflux pump inhibition, Nile Red retention; inhibition, % at 10 µM; S. cerevisiae Candida pump triplex; 330,000 tested, 0.44% active; AID 485275;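 active = plate passing quality check with inhibition over a set limit, or well fluorescence over plate mean plus 4 SD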;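 note: Nile Red retained in pooled yeast measured as flow cytometry median fluorescence; 0% = buffer negative control and 100% = Enniatin B positive control; higher means more Nile Red kept so more efflux inhibition; some compounds called inactive have numbers as strong as hits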
# core dimer inh: HCV core protein dimerization inhibition; 300,000 tested, 0.33% active; inhibition, % at 5 µM; AID 1899; TR-FRET GST/Flag-core106 dimerization, 1536-well;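 active = inhibition above the mean of all tested compounds plus 3 SD, set per screening campaign, cut at about 45% in these data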
#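 Material: GST/Flag-tagged HCV core106 proteins. Incubation: 4 h, 22.5 °C incubation. Read-out basis: inhibition (%) from 671 over 617 nm ratio. Measured by: TR-FRET, excitation 340 nm, emission 617 and 671 nm.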
# Fh CTSL1 inh: blocks F. hepatica cathepsin L1 in PFM18AAP counter-screen | recombinant F. hepatica cathepsin L1, Z-Leu-Arg-MCA fluorescence | 300,000 tested, 0.49% active | AID 1906 | inhibition, % at 5.96 µM;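 active = inhibition above the mean of all tested compounds plus 3 SD, set per screening campaign, cut at about 17% in these data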;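 note: 0% = plate median of test compound wells and 100% = 1 µM Z-Phe-Ala-diazomethylketone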
# PP1 inh: PP1-alpha (human) inhibition in PP5 counter-screen | purified PP1alpha, OMFP fluorescence | P62136 | 320,000 tested, 0.9% active | inhibition, % at 6.7 µM;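 active = inhibition above the mean inhibition of all tested compounds plus 3 SD, computed separately for each screening campaign, cut at about 15% in these data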
# Target sequence (P62136 whole entry, looked up): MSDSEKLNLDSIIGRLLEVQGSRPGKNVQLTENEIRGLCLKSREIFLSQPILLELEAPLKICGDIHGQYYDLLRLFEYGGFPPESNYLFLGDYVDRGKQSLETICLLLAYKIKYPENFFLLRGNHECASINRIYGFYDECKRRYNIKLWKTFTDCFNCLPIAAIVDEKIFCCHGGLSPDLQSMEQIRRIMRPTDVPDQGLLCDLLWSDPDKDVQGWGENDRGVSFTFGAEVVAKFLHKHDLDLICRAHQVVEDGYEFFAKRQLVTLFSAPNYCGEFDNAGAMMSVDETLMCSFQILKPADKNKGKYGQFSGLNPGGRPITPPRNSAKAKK
# JMJD2C inh: blocks human GASC-1 demethylase activity; Q9H3R0; GST-JMJD2C(1-420) H3K9me3 demethylation, DELFIA europium; 330,000 tested, 0.069% active; inhibition, % at 2.35 µM;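 active = more than half of a compound's replicate wells show inhibition beyond 50%, single wells judged on their own value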;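 note: signal counts dimethyl H3K9 product captured on neutravidin plate; 0% = median of DMSO wells and 100% = 0.3 times that DMSO median; strong numbers were not always called active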
# Target sequence (Q9H3R0 1-420 limits assumed): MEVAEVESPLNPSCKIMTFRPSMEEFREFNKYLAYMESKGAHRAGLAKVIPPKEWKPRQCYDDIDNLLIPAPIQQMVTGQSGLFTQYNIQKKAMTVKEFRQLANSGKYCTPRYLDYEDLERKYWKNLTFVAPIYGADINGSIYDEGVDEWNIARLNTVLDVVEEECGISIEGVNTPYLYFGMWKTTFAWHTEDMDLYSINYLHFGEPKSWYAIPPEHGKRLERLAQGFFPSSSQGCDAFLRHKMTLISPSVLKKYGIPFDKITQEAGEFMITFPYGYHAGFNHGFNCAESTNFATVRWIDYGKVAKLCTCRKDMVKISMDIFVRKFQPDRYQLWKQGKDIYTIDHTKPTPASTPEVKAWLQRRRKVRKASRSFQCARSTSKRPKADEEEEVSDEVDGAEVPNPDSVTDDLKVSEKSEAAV
# LYPLA2 counter: counter-screen for PME1 inhibitors: inhibitors of human LYPLA2; O95372; recombinant LYPLA2, FP-Rh probe fluorescence polarization; inhibition, % at 5.9 µM; 320,000 tested, 0.38% active; AID 2177;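 active = inhibition above the screen-wide mean plus 3 SD, limit set per campaign, cut at about 26% in these data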;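 note: 0% = LYPLA2 with DMSO and 100% = wells lacking LYPLA2 enzyme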
# Target sequence (O95372 whole entry, looked up): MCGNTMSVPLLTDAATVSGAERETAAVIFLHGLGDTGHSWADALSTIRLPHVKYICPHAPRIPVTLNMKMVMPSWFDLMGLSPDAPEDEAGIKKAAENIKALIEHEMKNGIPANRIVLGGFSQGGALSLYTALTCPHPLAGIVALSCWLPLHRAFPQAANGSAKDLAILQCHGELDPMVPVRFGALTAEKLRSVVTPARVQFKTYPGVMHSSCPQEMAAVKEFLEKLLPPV
# PREPL inhibitor: inhibitors of human prolyl oligopeptidase-like enzyme PREPL. inhibition, % at 5.96 µM. Q4J6C6. 320,000 tested, 0.68% active. recombinant PREPL, fluorescence polarization activity-based probe; in the data active = inhibition above about 43%;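 note: 0% = enzyme with DMSO and 100% = wells lacking enzyme; many of its hits are not listed in these tables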
# TPT1 inh: C. albicans TPT1 enzyme inhibition. recombinant caTPT1, FP RNA substrate dephosphorylation. inhibition, % at 5 µM. 300,000 tested, 0.81% active;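 active = inhibition above the mean of all tested compounds plus 3 SD, set per screening campaign, cut at about 24% in these data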;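 note: plate controls were DMSO alone for no effect and ferristatin control at 100 nM for full effect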
# PP5 inh: PP5 (human) phosphatase inhibition; P53041; purified PP5c, OMFP substrate fluorescence; inhibition, % at 6.7 µM; 320,000 tested, 0.18% active; AID 1987;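 active = inhibition above the campaign's mean inhibition across all tested compounds plus 3 SD, cut at about 9.5% in these data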;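 note: 0% = DMSO only and 100% = 100 µM cantharidin control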
# * marks the source's active call; other numbers are inactive results; i = inactive; / = not tested or not shown; & = joins results of further samples. This is a subset (hit frequency here may not be typical).
SMILES,Efflux pump mplx,core dimer inh,Fh CTSL1 inh,PP1 inh,JMJD2C inh,LYPLA2 counter,PREPL inhibitor,TPT1 inh,PP5 inh
O=C(Nc1nc2ccccc2s1)c1cccc(S(=O)(=O)N2CCc3ccccc32)c1,0.3,14,1,4,-8,-71,-27,-1,3.0
Cn1c(Cc2ccccc2)nnc1SCC(=O)c1cccs1,-0.3,2,1,-3,6,1,-6,-4,0.7
O=c1c2ccccc2ccc2ccccc12,0.1,/,/,2,-7,2,2,/,-0.8
C[C@]12C(=O)N(c3ccc(Cl)cc3)C(=O)N1[C@@H]1c3ccccc3OC[C@@H]1[C@H]2c1ccccc1,0.0,15,-2,3,-17,-2,-2,-3,-0.8
CCOc1cccc2sc(N(CCCN(C)C)C(=O)c3ccc(C(=O)c4ccccc4)cc3)nc12,-0.1,-9,3,3,-10,9,0,-2,2.4
O=C(CS(=O)(=O)c1ccccc1)N1CCN(c2ccccc2)CC1,0.0,1,-2,-3,7,4,-2,3,1.8
COc1ccc(CNS(=O)(=O)c2ccc(C3CNC(=O)C3)cc2)cc1 (stereo not given),0.0,2,0,-5,4,1,2,2,1.3
Cc1ccc2oc(=O)c3cnn(CC(=O)N(CCCN4CCOCC4)Cc4ccco4)c3c2c1,0.2,-17,-2,-6,/,-1,-14,-2,3.0
COc1ccc(NC(=O)[C@@H](NC(=O)c2ccccc2)C(C)C)cc1S(=O)(=O)N1CCCCC1,-0.2,5,-3,-2,0,3,6,-2,3.0
COc1cccc(C(=O)CC(C(=O)O)c2ccc(Cl)cc2)c1 (stereo not given),0.0,-4,-3,1,-2,2,13,0,1.4
Cc1cccc(CN2CCC(CNC(=O)Nc3ccc(F)c(Cl)c3)CC2)c1,0.0,-9,-3,3,1,6,8,-4,0.3
O=C(COc1ccc(F)cc1)Nc1nc2c(s1)CCCC2,0.0,3,1,1,-4,5,-5,-1,3.3
O=S(=O)(c1cccc(S(=O)(=O)N2CCN(c3ncccn3)CC2)c1)N1CCOCC1,-0.1,-3,2,3,104,-3,0,-1,-2.2
CC(C)S(=O)(=O)c1csc(C(=O)NN)c1-n1cccc1,-0.1,0,-4,-2,4,-1,2,0,0.3
CC[C@@]12C(=O)N(c3cccc(F)c3)C(=O)N1[C@H](c1ccc(Cl)cc1)[C@@H]1C(=O)N(C3CCCCC3)C(=O)[C@@H]12,-0.1,12,5,-1,4,-2,3,-3,3.8

# Part of the list above, showing only Fh CTSL1 inh.
compound | Fh CTSL1 inh
C[C@]12C(=O)N(c3ccc(Cl)cc3)C(=O)N1[C@@H]1c3ccccc3OC[C@@H]1[C@H]2c1ccccc1 | -2
CCOc1cccc2sc(N(CCCN(C)C)C(=O)c3ccc(C(=O)c4ccccc4)cc3)nc12 | 3
O=C(CS(=O)(=O)c1ccccc1)N1CCN(c2ccccc2)CC1 | -2
COc1ccc(CNS(=O)(=O)c2ccc(C3CNC(=O)C3)cc2)cc1 (stereo not given) | 0

# (continued)
SMILES,Efflux pump mplx,core dimer inh,Fh CTSL1 inh,PP1 inh,JMJD2C inh,LYPLA2 counter,PREPL inhibitor,TPT1 inh,PP5 inh
CCCCCCCCS(=O)C1CCS(=O)(=O)C1 (stereo not given),0.0,5,-1,-3,-7,-5,14,-1,-1.1
Cc1ccc(C(=O)OCC(=O)NCCc2ccccc2)cc1S(=O)(=O)N1CCOCC1,0.0,2,-9,-5,5,8,1,1,-0.6
Cc1ccnc(NS(=O)(=O)c2ccc(NC(=O)C3CC=CCC3C(=O)O)cc2)n1 (stereo not given),0.2,-5,-3,-5,-2,0,16,-1,2.7
CN1C=CC2=C(C#N)C(N)C(C#N)(C#N)[C@H](c3ccccc3)[C@H]2C1 (stereo not given in full),0.1,-6,2,0,0,3,11,-13,1.2
Cc1ccc(OCCN(C)C(=O)C2CCC(=O)N(CCCN3CCCC3=O)C2)cc1 (stereo not given),0.2,-3,0,-1,-10,4,15,-2,-1.9
Cc1cc(-n2c(C)cc(C(=O)CSc3nncn3C(C)C)c2C)no1,-0.1,-8,1,-3,13,-2,14,0,-0.9
CC(C)N1CCNCC1,-0.1,-3,0,-2,2,7,20,-2,0.3
CCOC(=O)N1CCN(S(=O)(=O)c2cc([N+](=O)[O-])ccc2C)CC1,-0.1,6,1,-8,-5,5,-7,-1,4.3
Cc1ccc(S(=O)(=O)/N=C(\Sc2ccccc2)c2ccccc2)cc1,0.0,0,7,-2,0,6,1,2,-1.5
O=C(Cn1cc(C(F)(F)F)ccc1=O)NCc1ccc(F)cc1,-0.1,9,-4,-5,-2,4,4,-3,0.3
N#CCCN(C(=O)c1ccco1)c1ccccc1,0.0,0,2,1,4,-4,0,-6,1.7
Cc1cc(NC(CC(C)C)C(=O)O)nc(Cc2ccccc2)n1 (stereo not given),0.1,-1,-7,-1,4,-7,2,-4,0.3
CC(C)c1ccc(NC(=O)CCNS(=O)(=O)c2cccc3nsnc23)cc1,-0.2,2,0,0,1,4,4,0,-3.2
CCCCN1C(=O)CC(Sc2ccccc2C(=O)O)C1=O (stereo not given),-0.1,-4,-1,1,2,0,5,-4,-1.2
Cc1cc(C)c(NC(=O)Cn2cc3c(n2)CCCC3)c(C)c1,-0.1,-3,4,-4,-2,-1,6,-3,-0.7
CC(C)Sc1n[nH]c(=O)n1-c1cccc(C(F)(F)F)c1,-0.1,2,4,1,-4,3,2,-3,-0.7
C=CCn1c(C(CCCC)CC(C)O)n[nH]c1=S (stereo not given),0.0,-2,0,-3,1,1,5,5,-1.3
Cc1cc(C)n(Cc2ccc(Cl)cc2Cl)c(=O)c1S(=O)(=O)c1ccccc1,0.1,3,-1,-1,-5,2,9,-3,3.1
COc1cccc(-n2nc(C(=O)Nc3ccc4c(c3)OCO4)c3ccccc3c2=O)c1,0.1,16,-1,2,7,5,-4,1,2.1
CCN(CC)C(=O)C1=C(C)NC(=O)NC1c1c(F)cccc1Cl (stereo not given),0.0,0,0,0,8,-5,2,1,-0.9
COC(=O)c1c(NC(=O)COC(=O)[C@@H](NS(=O)(=O)c2cccc(Cl)c2)C(C)C)sc2c1CCC2,0.2,8,-6,15*,6,-15,-5,13,1.2
O=C(Nc1cc(S(=O)(=O)N2CCOCC2)ccc1N1CCOCC1)c1cc2c(s1)CCC2,0.5,4,-4,0,1,-1,-2,3,4.0
COc1c(F)c(F)c(C(=O)Nc2ccccc2N2CCN(C(=O)C(C)C)CC2)c(F)c1F,0.0,11,2,-1,5&-5,-2,7,3,0.1
NNC(=O)c1nc[nH]c1C(=O)Nc1ccccc1,0.0,-16,-1,4,-5,1,13,-2,3.1
NC(=S)N=Nc1c(O)n(CC(=O)Nc2ccccc2)c2ccccc12,0.0,-9,8,7,0,4,13,-2,-2.1
Cc1ccc(-c2c(C#N)c(N)nc3c2CCCCCC3)o1,0.0,8,-1,-3,-14,-3,10,0,3.8
Cc1nn(CC2CC2)c(=O)n1-c1ccc(Oc2ccccc2)cc1,0.1,-4,9,-4,-2,2,15,-1,-0.3
O=C(O)c1cccc(Nc2ncnc3ccc(Br)cc23)c1,0.0,4,3,1,-2,1,0,3,-1.4
Cc1ccc(C(=O)CC2(O)C(=O)N(CCc3ccccc3)c3ccc(Br)cc32)o1 (stereo not given),0.1,12,5,1,0,1,23,6,1.8
CCOC(=O)CSc1ccc(C(=O)Nc2ccc(OC)cc2)cn1,0.1,-4,0,0,2,2,-5,0,0.1
Cc1cccc(N2CCN(C(=O)c3c(Cl)cnn3C)CC2)c1C,0.2,4,0,-4,10,-8,-2,-2,1.7
Cc1cccc(/C=C/c2onc(C)c2S(=O)(=O)N2CCC(C(=O)N3CCC(C)CC3)CC2)c1,0.0,4,1,6,3,7,31,-1,1.2
COc1ccc(/C=C/C(=O)Nc2ccccc2C(=O)O)cc1,-0.2,2,1,-3,6,5,4,1,-1.0
CS(=O)(=O)c1ccc(C(=O)OCC(=O)NC(=O)C2CCCCC2)cc1[N+](=O)[O-],-0.1,5,6,9,-4,3,-10,-1,0.0
CCN(CC)c1ccc2c(C)c(Cl)c(=O)oc2c1,0.1,-1,1,-4,-5,0,17,-5,0.6
CCn1c(=O)[nH]c2cc(C(=O)N3CCN(c4ccccc4)CC3)ccc2c1=O,-1.0,-1,-3,-1,9,-1,6,-1,1.4
O=C(N/N=C/C1CC=CCC1)c1ccc(O)cc1O (stereo not given),0.0,0,2,-2,-7,-1,3,1,-3.6
O=C(Cn1nc(-c2ccccc2)ccc1=O)Nc1cccc(NC(=O)c2ccccn2)c1,-0.1,5,2,1,5,4,-45,0,0.1
CCOC(=O)CC1=C(C(=O)OCC)C(c2cccs2)C(C#N)=C(N)O1 (stereo not given),0.1,3,1,-5,-6,4,-3,-1,0.4
CCCCC(=O)Nc1nc2c(s1)COc1ccccc1-2,0.0,1,0,-1,-20,5,8,0,4.4
Cc1cc2oc(=O)cc(CN3CCCCC3)c2cc1C,0.1,-2,1,-3,-25,-1,10,1,-2.7
Cc1cc(Cl)ccc1OCC(=O)Nc1nc(-c2cccnc2)cs1,-0.1,4,3,2,15,6,0,-4,-0.8
CCOCCn1ccc2c(OCC(=O)Nc3ccccc3OC)cccc2c1=O,0.0,5,4,-3,-1,-5,-12,1,1.1
COc1ccccc1CCNC(=O)NC1CCCCC1,0.0,-5,-6,-3,-29,-6,-4,5,3.5
Cc1ccc(-c2csc3nc[nH]c(=S)c23)cc1C,0.1,0,4,4,-2,-4,1,0,1.3
COc1ccc(-c2nc(-c3ccc(Br)o3)no2)cc1OC,0.3,-3,-2,3,-10,-9,-2,0,2.5
O=S(c1ccsc1)c1ccsc1,-0.1,-2,-1,-2,-4,4,-3,-3,-0.9
CCOC(=O)C1CCCN(C(=O)c2ccc(S(=O)(=O)NCc3ccco3)cc2)C1 (stereo not given),-0.2,-5,0,-3,3,1,13,-3,5.4
Cc1ccc(-n2c([C@@H]3C[C@H]3c3ccccc3)n[nH]c2=S)cc1,0.0,8,3,0,6,-2,5,-3,0.6
CCC(=O)NC(=S)Nc1ccc(NC(=S)NC(=O)c2ccc(C)cc2)cc1,-0.1,16,2,-2,-4,-4,-3,-2,-0.4
COc1ccccc1C(=O)NCC(c1ccco1)N1CCc2ccccc21 (stereo not given),0.2,4,1,3,15,-3,-21,-4,-1.2
CC(=O)c1ccccc1N(C(=O)Cn1nnc2ccccc21)C(C(=O)NCC1CCCO1)c1ccc(N2CCOCC2)cc1 (stereo not given),0.4,-2,-1,-5,0,0,16,-2,-2.7
O=S(=O)(NCc1ccncc1)c1ccc(Br)s1,0.1,-3,1,-6,8,-8,-1,3,0.0
Oc1c(N=NC(=S)Nc2ccccc2F)c2ccccc2n1Cc1ccc(F)cc1,-0.1,9,0,0,-8,10,20,-2,-1.0
CCOc1ccccc1NC(=O)CCc1nnc2ccc(N3CCC(C)CC3)nn12,0.0,3,-2,6,9,3,7,0,2.6
COc1ccc(-n2nnnc2CNC(=O)C(=O)c2c(C)[nH]c3ccccc23)cc1,0.1,3,0,-5,i,8,-7,-1,-1.4
COc1ccc(C(=O)N2CCn3c(C)ccc3C2C)cc1 (stereo not given),0.1,17,-4,4,8,-3,14,13,-1.8

# 2 entries from above, with values under each structure:
# Values in the order – Efflux pump mplx | core dimer inh | Fh CTSL1 inh | PP1 inh | JMJD2C inh | LYPLA2 counter | PREPL inhibitor | TPT1 inh | PP5 inh
- CCOC(=O)C1CCCN(C(=O)c2ccc(S(=O)(=O)NCc3ccco3)cc2)C1 (stereo not given)
→ -0.2 | -5 | 0 | -3 | 3 | 1 | 13 | -3 | 5.4
- COc1ccc(C(=O)N2CCn3c(C)ccc3C2C)cc1 (stereo not given)
→ 0.1 | 17 | -4 | 4 | 8 | -3 | 14 | 13 | -1.8
